# TCR activator: Activators of T cell receptors: qHTS campaign; AID 504894, 2011; 330,000 tested, under 10 active; primary human leukocytes, anti-CD3, IL-2 HTRF, 48 h; Potency, µM (series often up to 9.22 µM), inactives show top-dose activation of IL-2 secretion, actives largely listed as activators; also: % of control where 0% means no effect
#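 IL-2 produced over 48 hr by a-CD3 bead-stimulated primary human leukocytes exposed to compounds was detected with a homogeneous time-resolved FRET immunoassay, 665nm acceptor signal after 320nm excitation.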
# Mito fusion act: qHTS Assay for Small Molecule Inhibitors of Mitochondrial Division or Activators of Mitochondrial Fusion; S. cerevisiae fusion-defective mutant growth rescue, CellTiterGlo 48 h; Potency, µM (highest dose often 46.1 µM), inactives show at the highest dose growth rescue (activation), hits mostly activators; actives 0.23% (n = 320,000); AID 485298, 2010;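 also: potency is read from the fitted curve at half-maximal effect; % of control where 0% means no effect; nearly all actives have a fitted effect of over 45% in size; temperature-sensitive fusion mutants such as fzo1-1 at 37 °C on non-fermentable ethanol glycerol medium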
#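 Yeast fusion mutant, YPEG (non-fermentable carbon), compound, 48 h at 37C non-permissive; CellTiterGlo added, 10 min RT, luminescence read. Rescued growth = division inhibition.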
# ELG1 DNA repair: qHTS screen for small molecules that inhibit ELG1-dependent DNA repair in human embryonic kidney (HEK293T) cells expressing luciferase-tagged ELG1; Potency, µM (top dose mostly 46.1 µM), without a hit: at the top dose activity change, negative = inhibition, actives largely listed as inhibitors; actives 2.3% (n = 330,000); AID 504467, 2011; HEK293T ELG1-luciferase reporter, luminescence, 16 h; DNA damage induced by 5-fluorouridine; also: potency is read from the fitted curve at half-maximal effect; % is scaled to controls: 0 for no effect and ±100 for the full control effect; nearly all actives have a fitted effect of over 55% in size
#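 HEK293T cells expressing luciferase-tagged ELG1 (2,000/well) received 5-Fluorouridine plus compound or DMSO for 16 hr at 37 °C. Luciferase was read by ONE-Glo luminescence after 30 min at room temperature.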
# TSHR antag: Antagonists of the Thyroid Stimulating Hormone Receptor: HTS campaign; activity change, negative = inhibition, % at 11.5 µM; actives 0.2% (n = 330,000); TSHR-expressing cells, TSH-stimulated cAMP HTRF, 2 h; hits give low values;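 active = activity change below a set negative limit, meaning inhibition stronger than a set level, cut at about -70% in these data; inconclusive = activity change between two set negative limits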; also: % is scaled to controls: 0 for no effect and ±100 for the full control effect
#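 Read-out is FRET at 665 nm (cryptate excitation 337 nm) from a cryptate-tagged anti-cAMP antibody, competed by cell cAMP against cAMP-d2. Compounds are tested on freshly harvested TSHR cells challenged with 4nM TSH (EC80) for 2 hours at 37 deg C.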
# BCR signal inh: qHTS Assay to Find Inhibitors of Chronic Active B-Cell Receptor Signaling | AID 493014, 2011 | ABC-DLBCL IkBa-CBG/CBR reporter, luminescence ratio, 4 h | Potency, µM (highest dose often 46.1 µM), without a hit: at the top dose ratio change, negative = lower green/red ratio, usual class: inhibitors | actives 0.05% (n = 340,000); active = well fitted inhibition curve with a large enough effect in the signal ratio, with a control signal flat, not every such curve was filed as active; inconclusive = small, poorly fitted or top-dose-only effect, or effect the other way, or a change in a side signal; the % refers to the signal ratio;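 also: potency is read from the fitted curve at half-maximal effect; plate controls were basal doxycycline-induced cells for no effect and cells given 10 µM MG132 for full effect; MG132 reads +100%, hits lower the ratio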
#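 Cell line TMD8 (human ABC DLBCL), stably expressing tet-inducible CBG68-IkBa fusion and CBR; IMDM/0.5% FBS; cpd up to 46 uM; dox induction, 4 h, 37C/5% CO2; dual luminescence; green/red ratio; MG132 control.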
# uPA surface inh: qHTS for Inhibitors of Cell Surface uPA Generation; actives 0.31% (n = 330,000); cell surface uPA generation assay, qHTS; Potency, µM (doses to about 38.3 µM), without a hit: at the top dose activity change, negative = inhibition, usual class: inhibitors; AID 540303, 2011; active = well fitted inhibition curve with a large enough effect; inconclusive = small, poorly fitted or top-dose-only effect; inactive = no such curve, though single readings can be large or run the other way; tested in mouse RAW 264.7 cells; also: potency is read from the fitted curve at half-maximal effect; % is scaled to controls: 0 for no effect and ±100 for the full control effect; nearly all actives have a fitted effect of over 55% in size
# Tb PFK inh: qHTS Assay to Find Inhibitors of T. brucei phosphofructokinase. ATP-dependent 6-phosphofructokinase (Trypanosoma brucei brucei), O15648. T. brucei PFK, ADP-Glo luminescence. AID 485367, 2010. actives 0.17% (n = 330,000). Potency, µM (series often up to 57.5 µM), for inactives: at the highest dose activity, negative = inhibition, usual class: inhibitors;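 also: potency is read from the fitted curve at half-maximal effect; 0% = uninhibited 1x PFK enzyme wells and -100% = no-enzyme wells; nearly all actives have a fitted effect of over 60% in size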
#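 1.25 nM PFK with 0.5 mM F6P and 0.1 mM ATP in 0.1 M TEA pH 8.0, 5 mM MgCl2, incubated 45 min at room temperature; ADP measured by ADP-Glo luminescence; compounds titrated up to 57 uM.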
# B2AR arrestin: qHTS assay of beta-arrestin-biased ligands of beta2-adrenergic receptor; Beta-2 adrenergic receptor (Homo sapiens), P07550; beta-arrestin recruitment to beta2AR, cell-based reporter; Potency, µM (top dose mostly 46.1 µM), for the others: at the highest dose activation, most hits filed as activators; actives 0.02% (n = 330,000); AID 492947, 2010;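 also: potency is read from the fitted curve at half-maximal effect; 0% = DMSO controls and full agonism = EC100 isoproterenol or metaproterenol; nearly all actives have a fitted effect of over 65% in size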
# Target sequence (P07550 whole entry, looked up): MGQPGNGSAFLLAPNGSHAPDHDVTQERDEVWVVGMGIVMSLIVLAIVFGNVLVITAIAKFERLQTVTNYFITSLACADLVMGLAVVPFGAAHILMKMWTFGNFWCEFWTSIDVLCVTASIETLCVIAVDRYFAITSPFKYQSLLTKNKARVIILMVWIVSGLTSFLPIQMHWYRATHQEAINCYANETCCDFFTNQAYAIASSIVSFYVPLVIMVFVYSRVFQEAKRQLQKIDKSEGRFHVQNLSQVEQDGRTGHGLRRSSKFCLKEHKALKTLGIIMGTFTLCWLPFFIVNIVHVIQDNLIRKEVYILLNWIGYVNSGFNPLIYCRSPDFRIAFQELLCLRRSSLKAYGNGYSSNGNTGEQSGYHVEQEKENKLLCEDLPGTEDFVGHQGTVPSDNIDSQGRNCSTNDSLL
# PTAP TSG101 blk: qHTS Assay for Iinhibitors of HIV-1 Budding by Blocking the Interaction of PTAP/TSG101. Tumor susceptibility gene 101 protein (Homo sapiens), Q99816. Fluorescence polarization, FITC-PTAP peptide / Tsg101 binding. Potency, µM (top dose mostly 115 µM), inactives show top-dose activity change, negative = inhibition, actives largely listed as inhibitors. 340,000 tested, under 10 active. AID 493005, 2010; active = well fitted inhibition curve with a large enough effect in the main read-out, with a control signal flat, not every such curve was filed as active; inconclusive = small, poorly fitted or top-dose-only effect, or effect the other way, or a change in a side signal; inactive = no such curve, though single readings can be large or run the other way; also: potency is read from the fitted curve at half-maximal effect; % of control where 0% means no effect
#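 Fluorescence anisotropy tracks displacement of a FITC-tagged PTAP peptide (50 nM) from the Tsg101 binding domain (10 uM), following a 20 min room-temperature incubation at pH 7.5.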
# USP2a block: qHTS Assay for Inhibitors of Ubiquitin-specific Protease USP2a Using CHOP2 as the Reporter; USP2 core, Ub-CHOP2 coupled fluorogenic reporter, 485/531; Potency, µM (titrated, usually from 38.3 µM), for inactives: at the top dose activity change, negative = inhibition, usual class: inhibitors; actives 0.01% (n = 330,000);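 also: potency is read from the fitted curve at half-maximal effect; plate controls were DMSO wells for no effect and full inhibition by NEM control for full effect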
#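 USP2 core (10nM final) preincubated 30min RT with compound in 20mM Tris-HCl pH 8.0, 2mM CaCl2, 2mM beta-mercaptoethanol, 0.05% CHAPS; 25nM Ub-CHOP2 plus 25nM reporter substrate added, fluorescence (Ex485/Em531) read after 60min.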
# Eya2 inh: qHTS Assay for Inhibitors of the Phosphatase Activity of Eya2 | Protein phosphatase EYA2 (Homo sapiens), O00167 | recombinant Eya2, OMFP fluorescence dephosphorylation (OMFP is methylfluorescein phosphate) | Potency, µM (highest dose often 76.9 µM), for inactives: at the highest dose activity, negative = inhibition, hits mostly inhibitors | actives 0.006% (n = 330,000); also: potency is read from the fitted curve at half-maximal effect; % is scaled to controls: 0 for no effect and ±100 for the full control effect
# Target sequence (O00167 whole entry, looked up): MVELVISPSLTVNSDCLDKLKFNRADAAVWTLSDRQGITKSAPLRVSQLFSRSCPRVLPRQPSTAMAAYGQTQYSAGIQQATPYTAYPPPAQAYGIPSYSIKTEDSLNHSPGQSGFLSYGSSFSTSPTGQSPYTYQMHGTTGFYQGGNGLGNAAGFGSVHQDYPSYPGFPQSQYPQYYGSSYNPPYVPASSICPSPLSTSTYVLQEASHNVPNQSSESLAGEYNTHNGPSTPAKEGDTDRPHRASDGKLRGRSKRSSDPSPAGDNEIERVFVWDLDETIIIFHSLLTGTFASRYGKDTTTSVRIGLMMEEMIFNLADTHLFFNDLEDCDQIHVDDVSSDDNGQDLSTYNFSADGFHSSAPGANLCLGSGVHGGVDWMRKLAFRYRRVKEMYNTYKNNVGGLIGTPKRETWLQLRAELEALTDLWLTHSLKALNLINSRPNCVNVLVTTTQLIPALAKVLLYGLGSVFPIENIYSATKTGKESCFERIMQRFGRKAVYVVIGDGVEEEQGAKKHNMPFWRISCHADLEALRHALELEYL
#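 Eya2 protein (added as 0.2 uM solution) was preincubated with compound for 10 min at ambient temperature in 50 mM HEPES pH 7.5, 50 mM NaCl, 5 uM MgCl2, 0.05% BSA, 1 mM DTT. OMFP (added at 50 uM) then reacted 10 min; fluorescence read at 485/525 nm.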
# * marks the source's active call; other numbers are inactive results; u = inconclusive; x = no result given; [ ] = remark or other dose. Unless noted, calls follow the shape of the dose curve; as a rule, active = well fitted curve in the direction sought with a large enough effect; inconclusive = small, poorly fitted or top-dose-only effect, or another doubt; inactive = no such curve, though single readings can be large; an effect the other way counts as inactive or inconclusive.
SMILES,TCR activator,Mito fusion act,ELG1 DNA repair,TSHR antag,BCR signal inh,uPA surface inh,Tb PFK inh,B2AR arrestin,PTAP TSG101 blk,USP2a block,Eya2 inh
COc1ccc(NC(=O)CN2CCN(S(=O)(=O)c3ccc(Cl)cc3)CC2)cc1Cl,-3%,-2%,u,-1,-1%,-11%,-6%,-2.8%,-5%,-2%,5%
CCOC(=O)c1ccccc1NC(=O)c1n[nH]c(=O)c2ccccc12,0%[46.1 µM],3%,3%,16,0%,5%,-4%,-0.1%,0%,2%,1%
CN1CCc2nc3sc(C(=O)C45CC6CC(CC(C6)C4)C5)c(N)c3cc2C1,9%,2%,6%,43,-2%,7%,u,0.0%,-1%,-4%,-15%
CCC(C)NC(=O)CN1C(=O)NC2(CCOc3ccccc32)C1=O (configuration not stated),-2%,-1%,5%,-7,0%,-1%,0%,-0.1%,-1%,1%,-3%
CC(C)CSc1ncc(-c2cccc(C(F)(F)F)c2)cn1,2%,-2%,11%,6,u,6%,-7%,0.0%,-1%,0%,-21%
CCN(CC)/C(=N\S(=O)(=O)c1ccccc1C)c1ccccc1,5%,24%,8%,52,9%,-1%,-15%,-1.0%,-2%,-2%,-7%
COc1ccc([N+](=O)[O-])cc1NC(=O)CCN1CCN(c2ccccc2OC)CC1,1%[46.1 µM],-1%,-5%,7,0%,5%,0%,-0.5%,2%,2%,5%
COc1ccc(CC(=O)Nc2ccc(C(=O)Nc3nccs3)cc2)cc1OC,-2%,3%,11%,-2,u,9%,7%,0.1%,0%,-1%,-14%
O=S(=O)(c1ccc(Cl)s1)N1CCCc2cccc(O)c21,x,-1%,u,-15,16%,3%,1%,0.1%,-1%,0%,-36%
CCOC(=O)CN1C(=O)S/C(=C/c2cccc([N+](=O)[O-])c2O)C1=O,5%,-4%,-11%,-12,u,-12%,0%,-1.0%,2%,7%,9%
CCN1CCN(C(c2ccccc2)c2nnnn2Cc2ccc3c(c2)OCO3)CC1 (configuration not stated),1%,0%,u,-8,-6%,39%[activator],3%,0.3%,1%,-1%,-18%
CCOC(=O)N1CCN(C(=O)c2cc(OC)cc(OC)c2)CC1,11%,4%,6%,28,-3%,1%,1%,0.3%,-5%,0%,1%

# Rewritten with tabs: three of the compounds above.
Molecule	TCR activator	Mito fusion act	ELG1 DNA repair	TSHR antag	BCR signal inh	uPA surface inh	Tb PFK inh	B2AR arrestin	PTAP TSG101 blk	USP2a block	Eya2 inh
COc1ccc(CC(=O)Nc2ccc(C(=O)Nc3nccs3)cc2)cc1OC	-2%	3%	11%	-2	u	9%	7%	0.1%	0%	-1%	-14%
O=S(=O)(c1ccc(Cl)s1)N1CCCc2cccc(O)c21	x	-1%	u	-15	16%	3%	1%	0.1%	-1%	0%	-36%
CCOC(=O)CN1C(=O)S/C(=C/c2cccc([N+](=O)[O-])c2O)C1=O	5%	-4%	-11%	-12	u	-12%	0%	-1.0%	2%	7%	9%

# Next part:
SMILES,TCR activator,Mito fusion act,ELG1 DNA repair,TSHR antag,BCR signal inh,uPA surface inh,Tb PFK inh,B2AR arrestin,PTAP TSG101 blk,USP2a block,Eya2 inh
CCOC(=O)c1[nH]c2cc(OC)c(OC)cc2c1NC(=O)CCN1CCSCC1,2%,1%,8%,12,-11%,-1%,-9%,0.0%,2%,9%,-22%
CCN(CC)S(=O)(=O)c1cccc(NC(=O)COC(=O)CCC(=O)c2cccs2)c1,2%,-20%,-14%,-4,0%,-3%,1%,0.2%,-3%,3%,5%
COCCCN1C(=O)c2ccc(C(=O)NCc3ccco3)cc2C1=O,2%,-1%,-4%,1,-1%,2%,4%,0.1%,2%,-2%,4%
Cc1ccc(C)c(N/C(N)=N/c2nc(C)cc(C)n2)c1,11%,-2%,-3%,7,0%,-7%,-3%,0.7%,1%,5%,6%
CCCc1nnc(NC(=O)c2cn(CC)c3cc(N4CCN(C)CC4)c(F)cc3c2=O)s1,-1%,-3%,-4%,-1,5%,15%,1%,0.0%,-1%,3%,17%
O=C(NNC(=O)c1ccc(Br)o1)c1ccc(NC(=O)c2ccccc2)cc1,1%,-1%,-16%,19,u,4%,-14%,-0.1%,0%,3%,-2%
COc1cccc(CNC(=O)CCS(=O)(=O)c2cc3c(cc2C)NC(=O)CO3)c1,0%,-2%,2%,-2,u,-4%,0%,0.0%,-5%,2%,3%
O=C(Nc1ccccc1)N(CCCN1CCOCC1)Cc1cc2cc3c(cc2[nH]c1=O)OCCO3,-6%[46.1 µM],1%,13%,13,u,-3%,1%,-0.2%,1%,2%,5%
COc1ccc(CC(=O)OCC(=O)NCc2ccc(Cl)cc2)cc1,x,-6%,-4%,-6,u,-1%,-6%,-0.1%,36%[activator],-2%,u
CC1CN(C(=O)COC(=O)c2cc3ccccc3cc2O)CC(C)O1 (configuration not stated),-3%,x,-12%,x,1%,-6%,20%,-0.1%,-4%,3%,10%
CCn1c(=O)c2c(nc(SCC(=O)N3CCC(C)CC3)n2C)n(C)c1=O,4%,-1%,-9%,-5,15%,-3%,-2%,-0.2%,-2%,1%,9%
C[C@]12c3[nH]c4ccc(Cl)cc4c3CCN1C(=O)[C@@H](CC(=O)NCCN1CCOCC1)C[C@@H]2C(=O)N1CCOCC1,-5%[46.1 µM],x,10%,-3,u,-6%,1%,-0.3%,1%,9%,8%
COc1ccc(NC(=O)CSCC(=O)Nc2ccccc2C(=O)N2CCCCC2)cc1,1%,0%,10%,-2,2%,10%,-1%,0.0%,-3%,2%,2%
CCc1cc2c(-c3ccccc3)cc(=O)oc2cc1OC(C)C(C)=O (configuration not stated),x,-27%,u,-11,-2%,4%,u,-0.4%,1%,2%,-14%
O=C(Oc1ccc2ccccc2c1)c1ccccc1,-1%,2%,u,7,2%,-3%,-4%,2.7%,2%,6%,11%
CCC(=O)Nc1nc(C)c(-c2csc(Nc3cccc(C(=O)O)c3)n2)s1,x,7%,22%,1,u,-3%,17%,0.5%,2%,1%,6%
COC(=O)CC1C(=O)NCCN1C(=O)CSc1nc2ccc([N+](=O)[O-])cc2s1 (configuration not stated),5%,-5%,0%,6,-3%,-2%,-7%,0.0%,0%,0%,u
CC1(C)[C@@H](O)CC[C@]2(C)C3C(O)C=C4[C@H]5C[C@@](C)(CO)CC[C@]5(C)CC[C@]4(C)[C@]3(C)CC[C@@H]12 (some centres not stated),7%,11µM*,20%,-6,5%,2%,-7%,-0.6%,-1%,-19%,10%
CCOc1ccc(CNC(=O)c2ccc3nc(N4CCOCC4)sc3c2)cc1,3%,-1%,-3%,13,-17%,13%,2%,-0.2%,0%,0%,16%
COc1ccccc1CNC1CCCc2ccccc21 (configuration not stated),-4%,-4%,2%,-8,7%,-6%,-2%,-0.1%,-2%,0%,9%
CCOC(=O)CSc1nnc(CNC(=O)c2ccc(S(=O)(=O)N3CCCC3)cc2)n1C,-4%,2%,36%,5,6%,2%,-19%,0.1%,0%,-1%,-5%
Cn1c(N)c(C(=O)COC(=O)Cc2ccsc2)c(=O)n(C)c1=O,12%,15%,4%,26,15%,2%,-1%,-0.2%,0%,2%,14%
COCCNCCCCOc1ccccc1-c1ccccc1,-6%[46.1 µM],-12%,-11%,7,u,3%,3%,0.1%,-3%,1%,-2%

# Screens: PubChem BioAssay, National Center for Advancing Translational Sciences (NCATS)
